APEX1 inh – blocks human APE1 abasic DNA cleavage; AID 2517; recombinant APE1, TAMRA/BHQ-2 abasic DNA cleavage fluorescence; Potency, µM (top dose mostly 65.8 µM), for the others: at the top dose activity change, negative = inhibition, hits mostly inhibitors; 350,000 compounds, 0.35% hits;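 note: potency is the fitted concentration of half-maximal effect; plate controls were vehicle for no effect and reference inhibitor for full effect; nearly all actives have a fitted effect of over 55% in size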
Target sequence (P27695 whole entry, looked up): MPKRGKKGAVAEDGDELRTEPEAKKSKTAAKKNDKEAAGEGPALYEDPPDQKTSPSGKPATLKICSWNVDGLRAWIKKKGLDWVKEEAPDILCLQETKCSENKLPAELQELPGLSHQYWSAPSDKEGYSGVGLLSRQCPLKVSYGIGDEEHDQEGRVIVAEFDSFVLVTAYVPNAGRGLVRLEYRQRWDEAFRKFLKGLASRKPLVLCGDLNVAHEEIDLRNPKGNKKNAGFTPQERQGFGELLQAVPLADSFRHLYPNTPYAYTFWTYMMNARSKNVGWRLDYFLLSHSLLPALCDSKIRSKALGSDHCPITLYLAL
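Measures dequenching upon AP-site incision of a 5'-TAMRA/3'-BHQ-2 THF-containing duplex, 50 nM; human APE1 0.75 nM after 15 min room-temperature exposure to compound; kinetic three-point read at one-minute spacing.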
Apoferritin bind – binds horse apoferritin like a general anesthetic. P02791. apoferritin/1-aminoanthracene competitive binding, fluorescence. Potency, µM (doses to about 77.5 µM), without a hit: top-dose activity change, negative = displacement, most hits filed as inhibitors. 350,000 compounds, 0.074% hits. AID 485281; note: potency is the fitted concentration of half-maximal effect; % is set by controls: 0 for no effect and ±100 for the full control effect; nearly all actives have a fitted effect of over 20% in size
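Read-out: endpoint 1-AMA fluorescence, excitation 380 nm and emission 535 nm, after compounds sit 10 min at room temperature with 10 uM horse-spleen apoferritin in 50% saturated 1-AMA/PBS. Values come from four-parameter Hill fits.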
RXFP1 antagonist – antagonists of human relaxin receptor RXFP1. Q9HBX9. HEK293-RXFP1, relaxin-stimulated cAMP HTRF, 30 min; active compounds read low. activity change, negative = inhibition, % at 57.5 µM. 350,000 compounds, 0.59% hits. AID 1259400;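 active = activity change of -60% or lower, but not beyond a set lower limit; inconclusive = change between -60% and -40%, or beyond the set limit; inactive = change above -40%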; note: % is set by controls: 0 for no effect and ±100 for the full control effect
Pol eta inh – inhibitors of human DNA polymerase eta; Q9Y253; recombinant Pol eta, fluorescent DNA replication assay; Potency, µM (series often up to 114 µM), without a hit: at the highest dose activity change, negative = inhibition, hits mostly inhibitors; 390,000 compounds, 1.2% hits; note: potency is the fitted concentration of half-maximal effect; % is set by controls: 0 for no effect and ±100 for the full control effect
Target sequence (Q9Y253 whole entry, looked up): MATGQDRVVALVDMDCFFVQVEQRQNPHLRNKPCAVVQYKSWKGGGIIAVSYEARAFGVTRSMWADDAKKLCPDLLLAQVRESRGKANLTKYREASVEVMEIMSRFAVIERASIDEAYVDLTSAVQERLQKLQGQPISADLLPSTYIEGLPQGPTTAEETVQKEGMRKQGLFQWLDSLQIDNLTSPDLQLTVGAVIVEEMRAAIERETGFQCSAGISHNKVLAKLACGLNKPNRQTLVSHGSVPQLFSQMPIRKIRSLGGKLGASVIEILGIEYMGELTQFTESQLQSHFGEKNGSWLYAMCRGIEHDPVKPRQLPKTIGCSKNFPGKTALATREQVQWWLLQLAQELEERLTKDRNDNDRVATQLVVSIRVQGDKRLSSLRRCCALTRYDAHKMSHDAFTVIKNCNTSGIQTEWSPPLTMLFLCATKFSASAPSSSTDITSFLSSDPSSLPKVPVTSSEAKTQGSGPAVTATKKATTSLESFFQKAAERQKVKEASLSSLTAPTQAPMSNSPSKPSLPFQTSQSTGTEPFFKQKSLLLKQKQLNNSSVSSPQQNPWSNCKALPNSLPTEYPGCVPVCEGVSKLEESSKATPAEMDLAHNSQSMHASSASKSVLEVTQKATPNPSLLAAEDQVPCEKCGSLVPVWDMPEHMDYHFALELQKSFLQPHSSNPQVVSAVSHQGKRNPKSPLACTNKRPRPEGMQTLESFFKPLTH
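Pol eta (10 nM) was preincubated with compounds for 15 min at room temperature, after which fluorescent replication substrate (50 nM final) was added to start the reaction. Fluorescence was read kinetically at 0 and 10 min.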
BLM helicase inh – inhibitors of human Bloom syndrome helicase BLM | recombinant BLM DNA unwinding, fluorescence dequenching | Potency, µM (titrated, usually from 56.1 µM), for the others: top-dose activity change, negative = inhibition, actives largely listed as inhibitors | 350,000 compounds, 0.2% hits | AID 2528;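 note: potency is the fitted concentration of half-maximal effect; plate controls were vehicle for no effect and no enzyme for full effect; nearly all actives have a fitted effect of over 35% in size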
POLB inh – inhibitors of human DNA polymerase beta; Pol beta primer extension/strand displacement, fluorescence kinetic; Potency, µM (doses to about 114 µM), for inactives: at the top dose activity change, negative = inhibition, usual class: inhibitors; 340,000 compounds, 1.3% hits; AID 485314; note: potency is the fitted concentration of half-maximal effect; % is set by controls: 0 for no effect and ±100 for the full control effect
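Values derive from four-parameter Hill fits of normalized kinetic data: reads at 0 and 10 min following addition of 50 nM substrate to 10 nM Pol beta preincubated 15 min with compound.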
Pol iota inh – inhibitors of human DNA polymerase iota. Q9UNA4. Pol iota fluorescent replication assay, 10 min. Potency, µM (series often up to 115 µM), for inactives: at the highest dose activity, negative = inhibition, actives largely listed as inhibitors. 390,000 compounds, 1% hits. AID 588590; note: potency is the fitted concentration of half-maximal effect
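Fluorescent replication assay read twice, at 0 min and 10 min after adding 50 nM (final) substrate. Enzyme (10 nM) and compounds were first incubated 15 min at room temperature; enzyme-free buffer wells were negative controls.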
POLK inh – blocks human DNA polymerase kappa activity; AID 588579; Q9UBT6; 400,000 compounds, 0.53% hits; Potency, µM (series often up to 107 µM), for the others: top-dose activity, negative = inhibition, actives largely listed as inhibitors; purified Pol kappa, fluorescent DNA synthesis assay, 10 min; note: potency is the fitted concentration of half-maximal effect; % is set by controls: 0 for no effect and ±100 for the full control effect
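Here, compound and 10 nM enzyme are combined for 15 min at room temperature; adding 50 nM substrate (final) starts DNA synthesis, tracked by fluorescence at 0 and 10 min against buffer-only wells.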
PGK inhibitor – T. brucei PGK inhibition; AID 602233; PGK/GAPDH coupled, Kinase-Glo luminescence, 60 min; 380,000 compounds, 0.043% hits; Potency, µM (titrated, usually from 57.5 µM), for the others: at the top dose activity change, negative = inhibition, usual class: inhibitors; note: potency is the fitted concentration of half-maximal effect; % is set by controls: 0 for no effect and ±100 for the full control effect; nearly all actives have a fitted effect of over 60% in size
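Luminescent ATP detection (Kinase-Glo Plus) follows a 60-minute room-temperature incubation, with wells lacking PGK as controls. Buffer: 100 mM TEA (pH 7.6), 5 mM MgCl2, 0.01% Tween-20. Coupling enzyme GAPDH (100 nM final) supplies unstable 1,3-BPG in-well.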
The depositor's hits bear a star; i = inactive; ? = inconclusive; . = no result given; & = joins results of further samples; [ ] = remark or other dose. Unless noted, calls come from the whole dose curve; as a rule, active = well fitted curve in the direction sought with a large enough effect; inconclusive = small, poorly fitted or top-dose-only effect, or another doubt; inactive = no such curve, though single readings can be large; an effect the other way counts as inactive or inconclusive. Only part of the results is shown; rates above refer to the full screens.

mol,APEX1 inh,Apoferritin bind,RXFP1 antagonist,Pol eta inh,BLM helicase inh,POLB inh,Pol iota inh,POLK inh,PGK inhibitor
COc1ccc(Cl)cc1NC(=O)CN1CCC(NC(=O)C2CC2)CC1,4%,9%,-1,7%,3%,15%,22%,-4%,-1%
Cc1ccc(NC(=O)CCC(=O)NNC(=S)Nc2ccccc2)c(C)c1,5%,-18%,-24,-9%,-7%,46%,2%,-7%,-8%
COc1ccc(Cn2c(=O)[nH]c3cc(C(=O)N4CCN(c5ccc(OC)cc5)CC4)ccc3c2=O)cc1,34%,-1%,9,-18%,-1%,5%,175%[activator],-8%,-3%
CCn1c(CNC(=O)C23CC4CC(CC(C4)C2)C3)nnc1SCC(=O)Nc1nnc(C)s1,-4%,-9%,-6,-20%,4%,7%,6%,5%,10%
COc1nc(Cc2ccc(Cl)cc2)nc2ccccc12,-5%,-19%,14,-10%,-6%,36%,36%[activator],1%,-3%
O=C(Nc1cc(C(F)(F)F)ccc1N1CCCC1)c1cccnc1,-5%,-20%,0,-5%,-7%,7%,2%,-17%,-3%
COCCn1c(SCC(=O)NC(=O)NCc2ccccc2)nc2ccccc2c1=O,-26%,.,6,6%,.,.,-9%,-5%,-7%
CCCN1CCN(CCCNC(=O)c2c(C)nn(-c3ccc(F)cc3)c2-n2cccc2)CC1,.,4%,.,-18%,-1%,-2%,15%,6%,-6%
CC(C)CCNC(=O)C(c1ccco1)N(C(=O)Cn1nnc2ccccc21)c1ccc2c(c1)OCO2 (stereo not given),3%,-9%,-7,-8%,-4%,-3%,-8%,-13%,-6%
Cc1ccc(C)c(NC(=O)CCCN2C(=O)C(c3ccccc3)Oc3cccnc32)c1 (stereo not given),.,45%[activator],.,7%,-3%,41%,20%,2%,-8%
O=C(NCc1ccccn1)Nc1ccc(Br)cc1Cl,3%,-10%,-8,-1%,2%,-2%,26%,-3%,10%
Cc1cc(C)nc(CCNC(=O)c2cc(COc3ccccc3)on2)n1,2%,-7%,-3,-13%,0%,9%,30%[activator],2%,i
COc1ccccc1CC(=O)O/N=C(\N)Cc1cccc2ccccc12,-2%,-12%,-10,-4%,-5%,40%,16%,-8%,i
CCOC(=O)NC(Nc1ccc(OC)cc1)(C(F)(F)F)C(F)(F)F,11%,-12%,.,-22%,-1%,0%,9%,-10%,-8%
CCC(=O)N1CCc2cc(S(=O)(=O)N3CCN(C(=O)c4ccco4)CC3)ccc21,6%,-5%,2,-11%,4%,10%,0%,-4%,i
COC(=O)c1cccc(C23CC4(C2)[C@H](CN(Cc2ccc(-c5ccccc5)cc2)[C@@H]4c2ccccc2)C3c2ccccc2)c1 (stereo not given in full),-6%&16%,-3%&-15%,.,-2%,-2%&-4%,-15%,?,-17%,-7%
COc1ccc(/C=N/NC(=O)COc2cc(C)cc(C)c2)cc1COC(C)=O,0%,2%,-13,-3%,2%,0%,9%,-21%,1%
CC(C)=C(NC(=O)c1ccccc1)C(=O)NCc1ccccc1,3%,-4%,-2,-3%,-1%,1%,33%[activator],2%,i
CCOc1ccc(C(c2c(O)cc(C)n(CCOC)c2=O)N2CCN(c3ccccc3)CC2)cc1 (stereo not given),.,-3%,4,-5%,-1%,-2%,40%[activator],-14%[60.1 µM],-2%
CC(Oc1ccc(Cl)cc1Cl)C(=O)NCCCN1CCOCC1 (stereo not given),-3%,3%,.,-11%,1%,22%,-7%,-13%,0%
CN(C)CCCN(Cc1cc2cc3c(cc2[nH]c1=O)OCO3)C(=S)Nc1cccc(Cl)c1,-2%,-11%,-19,2%,105%[activator],-1%,-11%,1%,-14%
O=C(C(c1ccccc1)c1ccccc1)N1CCC(c2nc(-c3ccccc3Cl)no2)CC1,.,.,-7,-17%,.,.,-7%,-15%,3%
Cc1ccc(C)c(CN2CCC(CNC(=O)CCc3nnc4ccc(N5CCC(C)CC5)nn34)CC2)c1,26%,-19%,-2,-12%,-8%,9%,45%[activator],10%,-2%
CC(=O)c1ccc(N2CCN(C(=S)Nc3ccc(Oc4ccccc4)cc3)CC2)cc1,-5%,-18%,0,-9%,-3%,25%,-16%,-2%,-5%
O=C(COc1ccccc1)Nc1nc2cc3c(cc2s1)OCO3,.,.,1,-4%,.,.,19%,1%,-1%
COc1ccc(NC(=O)C2CCCN(c3nn4c(=O)cc(C)nc4s3)C2)c(OC)c1 (stereo not given),63%[activator],-11%,-15,-12%,0%,12%,?,10%,-3%
COc1ccc(C)cc1S(=O)(=O)Nc1cccc(C)c1,3%,-4%,-12,-9%,2%,15%,62%[activator],-5%,-1%
COc1ccc(/C=N/NC(=O)CC(=O)NC2CCCCC2)cc1,-2%,?,-1,-5%,-7%,1%,108%[activator],-9%,-8%
COc1ccc(NS(=O)(=O)c2ccc(S(=O)(=O)N3CCOCC3)cc2)cc1,9%,-19%,-19,-10%,-8%,17%,63%[activator],-4%,-4%
Cc1cccc(-c2nc(N)nc(N)n2)c1,0%,46%[activator],-2,-20%,-3%,-15%,76%[activator],6%,-2%
O=C(c1ccccc1)c1cccn1CC(=O)N1CCc2ccccc2C1,36%,-16%,1,-18%,0%,?,15%,-5%,1%
O=C(COC(=O)C1(c2ccccc2F)CCCC1)NC1CCS(=O)(=O)C1 (stereo not given),8%,-9%,-26,-9%,-3%,3%,-2%,-9%,i
CN(C)C=NC1=NN(c2cccc(C(F)(F)F)c2)CC1,-3%,-7%,-1,2%,-1%,-10%,?,2%,-6%
Cc1nnc(SCc2c(Cl)cccc2[N+](=O)[O-])s1,1%,?,10,2%,0%,0%,13%,-15%,2%
COc1ccc(C)cc1NC(=O)CSc1nc2ccccc2nc1N1CCOCC1,.,2%,.,-25%,-9%,-9%,8%,-9%,7%
CCCOC(=O)c1ccc(Oc2cn[nH]c2-c2ccc(OC)cc2O)cc1,-7%,?,-26,-17%,-12%,-18%,1%,-19%,2%
COc1cccc(CN2CCC(C(=O)N3CCN(Cc4ccc5c(c4)OCO5)CC3)CC2)c1OC,-2%,-8%,-13,-1%,-9%,29%,19%,-6%,i
Cc1ccc(NC(=O)c2nnn(CC(=O)Nc3ccc(C)c(Cl)c3)c2N)c(C)c1,.,?,4,-19%,1%,2%,10%,-1%,-9%
COc1ccc(NS(=O)(=O)c2cc(Br)cc3c2N(C(C)=O)CC3)cc1,-5%,28%,3,1%,-2%,46%,101%[activator],0%,9%
CCCCCSc1nnc2c(n1)OC(C)N(C(C)=O)c1ccccc1-2 (stereo not given),-4%,39%[activator],4,-10%,-3%,28%,?,-3%,-3%
CC(NC(=O)Nc1ccccn1)N1C(=O)C2C3C=CC(C3)C2C1=O (stereo not given),10%,-7%,-13,-10%,3%,-1%,-4%,-11%,-2%
Cn1cc(S(=O)(=O)c2cccc(Cl)c2)c(=O)c2cc(F)c(N3CCCCC3)cc21,.,-10%,-15,-15%,-1%,2%,15%,-4%,-3%
CCn1c(SCc2nc(-c3ccccc3)no2)nnc1-c1ccco1,-2%,-1%,14,-15%,0%,-17%,22%,-7%,-7%
CC1=C(C)N(C)[C@H](c2ccccc2Br)[C@H](O)C1=O,.,.,.,-11%,.,.,-7%,0%,-1%
COc1ccccc1NC(=O)Nc1ccnn1C1CCN(C(=O)c2cscn2)CC1,61%[activator],-7%,-1,-9%,1%,28%,32µM*,40µM*,-4%
CCOC(=O)c1[nH]ncc1CN1CCCC(C(=O)c2ccc(SC)cc2)C1 (stereo not given),2%,-17%,-4,-1%,14%,2%,-7%,-14%,0%
CCc1ccc(OCC(=O)Nc2cc3oc4ccccc4c3cc2OC)c(Br)c1,.,7%,1,-5%,0%,28%,-12%,-15%,-3%
N#CC1=C(SCC(N)=O)NC2=C(C(=O)c3ccccc32)C1c1ccc(Cl)cc1 (stereo not given),-5%,-13%,-5,-11%,2%,8%,12%,-11%,0%
CCOc1ccc(NC(=O)CNC(=O)c2ccco2)cc1,11%,0%,15,-6%,1%,21%,0%,-13%,-4%
CCCCN1C=C(C(=O)c2ccccc2)C(=O)CC1,.,.,.,-9%,.,.,39%[activator],-12%,3%
O=S(=O)(Nc1ccc(F)c(Cl)c1)c1ccc(Br)s1,.,?,-3,-8%,-7%,-1%,-13%,-18%,-6%
Cc1ccccc1OCCC(=O)OCC(=O)Nc1c(F)cccc1F,3%,.,-17,-7%,.,.,26%,-16%,i
Cc1cc(C)c(NC(=O)Cc2ccc(-n3c(C)nc4cccnc43)cc2)c(C)c1,.,9%,-30,0%,0%,32%,0%,-11%,2%
CN(C)CCCNC(NC(=O)/C=C/c1ccccc1)C(Cl)(Cl)Cl (stereo not given),2%,4%,-6,-6%,1%,1%,40%[activator],1%,-2%
CCC(=O)N1CCc2cc(S(=O)(=O)NC(C(=O)N3CCc4ccccc4C3)C(C)C)ccc21 (stereo not given),0%,-15%,-8,-13%,-7%,2%,19%,-12%,-9%
O=C(CN1CCCC1)Nc1cc(C(F)(F)F)cc(C(F)(F)F)c1,0%,-5%,-24,-18%,-2%,2%,14%,2%,-10%
COc1cccc(N/C=C(\C#N)c2ccc(OCCCF)cc2)c1,-3%,23%,-5,-13%,-5%,-3%,-4%,3%,-15%

Screening data deposited in PubChem BioAssay by National Center for Advancing Translational Sciences (NCATS).
